# Screening data (PubChem)
# pAkt inh: inhibitors of Akt phosphorylation. 360,000 compounds, 0.32% hits. activity change, % for hits at 50 µM. Neuro2A IGF-stimulated pAkt S473 HTRF, 20 min; active compounds read low; in the data active = activity change below about -80%; inconclusive = mostly about -51% to -80%; note: % is set by controls: 0 for no effect and ±100 for the full control effect
#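 Neuro2A cells (4,500/well, DMEM with 0.5% FBS) were treated with compound at a single 50 µM final concentration, stimulated with 6 nM IGF for 20 min at 37 °C, and lysed. Phospho-Akt Ser473 was read by HTRF as 665/615 ratio ×10^4.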
# aSyn rescue: alpha-synuclein toxicity inhibition in yeast | Yeast expressing alpha-synuclein, growth rescue, BacTiter-Glo, 24 h | Potency, µM (top dose mostly 46.1 µM), inactives show at the top dose growth rescue (activation), actives largely listed as activators | 370,000 compounds, 0.14% hits | AID 652106; note: potency is the fitted concentration of half-maximal effect; % of control where 0% means no effect; nearly all actives have a fitted effect of over 65% in size
#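 Screening used galactose-induced yeast with toxic alpha-synuclein levels, exposed to compound for 24 hr at 30 deg C. Cell growth, read with BacTiter-Glo luminescence, gave the measured signal.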
# Abeta rescue: restores growth of yeast expressing A-beta42 peptide; Potency, µM (doses to about 46.1 µM), for inactives: at the top dose growth rescue, actives largely listed as activators; yeast expressing A-beta42, growth rescue, OD600, 48 h; response scale: 0% DMSO, 100% iron-clioquinol control; 410,000 compounds, 0.063% hits; note: potency is the fitted concentration of half-maximal effect; nearly all actives have a fitted effect of over 55% in size
#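 Growth rescue measured by 600 nm absorbance after 48 h yeast culture at 30 C with compound. Values normalized between DMSO and an equimolar ferric chloride plus clioquinol control.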
# Mm-Cpn inhibitor: blocks the Methanococcus maripaludis chaperonin Mm-Cpn; purified Mm-Cpn ATPase, ADP Transcreener TR-FRET; Potency, µM (top dose mostly 76.9 µM), inactives show top-dose activity, negative = inhibition, usual class: inhibitors; 330,000 compounds, 0.031% hits; note: potency is the fitted concentration of half-maximal effect; % is set by controls: 0 for no effect and ±100 for the full control effect; nearly all actives have a fitted effect of over 80% in size
#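 ATPase turnover read by TR-FRET ADP competition (Eu cryptate antibody/ADP-d2, 665/590 nm): 10uM ATP final, 25nM Mm-CPN final, 30 min 37degC after 10-min compound preincubation, pH 7.4 Tris/KCl/MgCl2/DTT buffer.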
# FUS suppressor: suppressors of FUS proteinopathy in yeast; 390,000 compounds, 0.24% hits; S. cerevisiae FUS-expressing, growth rescue, OD600, 24 h; Potency, µM (highest dose often 76.6 µM), for inactives: at the highest dose growth rescue (activation), hits mostly activators;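 note: potency is the fitted concentration of half-maximal effect; plate controls were DMSO vehicle for no effect and reference control for full effect; nearly all actives have a fitted effect of over 55% in size; some results filed as inactive show a strong effect at the top dose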
#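 Quantitative HTS measuring growth restoration of FUS-toxic yeast. Galactose-induced cells (OD 0.005) were exposed 24hr at 30C to compounds at several concentrations, then absorbance at 600 nm was recorded.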
# GLP-1R inv ag: GLP-1 receptor (human) inverse agonism. 410,000 compounds, 1.6% hits. AID 624417. HEK293 GLP-1R CRE-luciferase, luminescence, 24 h; GLP-1R form is constitutively active. Potency, µM (doses to about 38.3 µM), for the others: at the top dose activity change, negative = inhibition, actives largely listed as inhibitors; note: potency is the fitted concentration of half-maximal effect; % is set by controls: 0 for no effect and ±100 for the full control effect; nearly all actives have a fitted effect of over 55% in size
# Target sequence (P43220 whole entry, looked up): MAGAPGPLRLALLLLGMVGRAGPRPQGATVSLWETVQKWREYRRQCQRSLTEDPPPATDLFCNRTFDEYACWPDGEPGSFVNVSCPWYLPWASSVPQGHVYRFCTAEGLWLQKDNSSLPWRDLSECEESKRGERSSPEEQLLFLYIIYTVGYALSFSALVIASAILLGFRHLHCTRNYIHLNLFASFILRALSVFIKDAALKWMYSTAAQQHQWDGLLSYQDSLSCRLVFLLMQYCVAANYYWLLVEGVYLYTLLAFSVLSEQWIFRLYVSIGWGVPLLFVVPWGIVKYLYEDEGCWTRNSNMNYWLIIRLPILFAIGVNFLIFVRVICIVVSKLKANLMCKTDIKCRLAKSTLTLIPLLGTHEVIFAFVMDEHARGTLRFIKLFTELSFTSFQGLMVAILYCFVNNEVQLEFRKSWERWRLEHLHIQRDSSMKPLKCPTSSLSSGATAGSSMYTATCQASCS
#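 Luminescence readout: a drop in cAMP-driven luciferase signal flags inverse agonism at a constitutively active GLP-1R stably expressed in HEK293. Compound exposure lasted 24 hr at 37 deg C, 5% CO2.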
# HEK293 tox: cytotoxic in the GLP-1 receptor inverse agonist counter-screen; Potency, µM (highest dose often 38.3 µM), for the others: at the top dose activity change, negative = inhibition, hits mostly inhibitors; HEK293 cAMP-luciferase reporter cells, luminescence, 24 h; 410,000 compounds, 0.13% hits; AID 624418;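 note: loss of luciferase light is scored as toxicity; potency is the fitted concentration of half-maximal effect; % is set by controls: 0 for no effect and ±100 for the full control effect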
#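 Compound-treated cells are incubated 24 hr at 37 deg C under 5% CO2 after a 12 hour attachment period, then luciferase detection reagent is added and luminescence is measured following 12 min at room temperature; lowered signal indicates toxicity.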
# PTHR1 ag: activates the human parathyroid hormone receptor PTHR1; Q03431; HEK293 GP2 PTHR1 cells, GloSensor cAMP luminescence, 1 h; Potency, µM (doses to about 115 µM), for inactives: at the highest dose activation, most hits filed as activators; 410,000 compounds, 0.075% hits; note: potency is the fitted concentration of half-maximal effect; nearly all actives have a fitted effect of over 55% in size; some results filed as inactive show a strong effect at the top dose; inactives centre near -15; many of its hits are not listed in these tables
# Target sequence (Q03431 whole entry, looked up): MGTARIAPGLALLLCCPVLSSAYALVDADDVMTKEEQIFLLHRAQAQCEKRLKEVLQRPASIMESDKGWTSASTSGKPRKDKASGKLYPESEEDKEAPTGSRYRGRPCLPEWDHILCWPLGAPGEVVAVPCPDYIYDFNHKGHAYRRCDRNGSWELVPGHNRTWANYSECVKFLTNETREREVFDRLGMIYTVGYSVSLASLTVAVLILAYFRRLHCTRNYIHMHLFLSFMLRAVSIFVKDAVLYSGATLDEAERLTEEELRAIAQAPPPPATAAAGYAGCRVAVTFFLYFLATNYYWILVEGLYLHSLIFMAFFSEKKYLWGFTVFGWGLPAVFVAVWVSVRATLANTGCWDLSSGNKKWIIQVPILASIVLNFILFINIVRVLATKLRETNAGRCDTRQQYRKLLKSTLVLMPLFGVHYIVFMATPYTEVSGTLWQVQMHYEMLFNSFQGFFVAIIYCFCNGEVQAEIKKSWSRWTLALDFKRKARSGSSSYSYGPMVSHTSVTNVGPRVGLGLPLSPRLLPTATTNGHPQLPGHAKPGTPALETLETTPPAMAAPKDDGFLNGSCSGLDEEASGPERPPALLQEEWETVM
#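 HEK-293-derived GP2 cells expressing PTHR1 and a GloSensor cAMP reporter, 3,000/well, plated overnight, given luciferin plus IBMX (each 0.5 mM as added) for 1 h at 37 °C, then compound for 1 h at 37 °C. Luminescence was read after 15 min at room temperature.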
# TDP43 rescue: inhibitors of TDP-43 toxicity in yeast; TDP-43 expressing yeast growth rescue, BacTiter-Glo, 24 h; Potency, µM (highest dose often 46.1 µM), for the others: top-dose growth rescue (activation), usual class: activators; 410,000 compounds, 1.8% hits; note: potency is the fitted concentration of half-maximal effect; % of control where 0% means no effect; nearly all actives have a fitted effect of over 50% in size
#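 Cell-based yeast growth screen: TDP-43 expression induced in galactose, inoculum OD600=0.02 after raffinose pregrowth to mid-log. Read-out BacTiter-Glo luminescence at 24 hr, 30 deg C; inhibition of toxicity seen as signal increase.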
# * = called active by the depositor; i = inactive; u = inconclusive; x = not tested or not shown; [ ] = dose if it differs, or a comment. Unless noted, calls come from the whole dose curve; as a rule, active = well fitted curve in the direction sought with a large enough effect; inconclusive = small, poorly fitted or top-dose-only effect, or another doubt; inactive = no such curve, though single readings can be large; an effect the other way counts as inactive or inconclusive. A portion of the library. The share of hits here may be higher or lower than overall.
SMILES,pAkt inh,aSyn rescue,Abeta rescue,Mm-Cpn inhibitor,FUS suppressor,GLP-1R inv ag,HEK293 tox,PTHR1 ag,TDP43 rescue
COc1cc2oc3ccc(C#Cc4ccc(N)cc4)cc3c(=O)c2cc1OC,i,4%,6%,x,11%,9%,-20%,i,5%
Cc1cc(NC(=O)CSc2nccn2-c2ccc([N+](=O)[O-])cc2)no1,i,6%,18%,0%,5%,23%[0.307 µM],8%[0.307 µM],-1%,21%
O=C(NCc1ccc2c(c1)OCO2)c1ccc(CSCc2cccc(Cl)c2)o1,i,8%,15%,3%,x,u,-11%,-12%,u
O=C(Nc1cccc(F)c1)c1ccc(-c2ccccc2Cl)o1,i,-11%,0%,-10%,25%,u,5%,-11%,17%
O=C(CN1C(=O)c2cccnc2Oc2ccc(Cl)cc21)NC1CCCCCC1,i,-9%,-14%,1%,20%,u,-10%,-26%,-21%
CNC(=O)C1CCC(Cn2c(=O)c3sccc3n(CC(=O)NCc3cccc(OC)c3)c2=O)CC1 (configuration not stated),x,x,-16%,x,38%,10%,2%,i,13%
CCOc1ccc(CNC(=O)CSc2cc(=O)n(CC)c3ccccc23)cc1,x,x,0%,x,-1%,5%,1%,i,2%
CCn1c2ccccc2c2cc(CN3CCN(Cc4ccccc4Cl)CC3)ccc21,x,x,-29%,x,12%,u,1%,i,-2%
CC(=O)c1ccc(N2CCN(S(=O)(=O)c3c(C)[nH]c(C)c3C(=O)N3CCCCC3)CC2)cc1,i,0%,2%,-4%,8%,58%[activator],-1%,-9%,-13%
Cc1cc(C)n(-c2nc(C)nc(N)n2)n1,i,1%,10%,0%,-11%,36%[activator],7%,i,3%
CCN(CC(=O)Nc1ccccc1C(F)(F)F)C(=O)c1ccc(N2C(=O)CCC2=O)cc1,i,-4%,-11%,1%,x,5%,15%,-6%,14%
COc1ccc2c(c1)CC(NC(=O)Nc1ccc(NC(C)=O)cc1)CO2 (configuration not stated),x,x,-20%,x,15%,11%,1%,u,-25%
CCOc1ccc(NC(=O)CN2C(=O)C(c3ccccc3)=NC23CCC(C)CC3)cc1 (configuration not stated),x,x,-4%,x,38%,u,-25%,i,-14%
COc1ccc(CCC(=O)NC2CCC(C)CC2)cc1 (configuration not stated),i,-6%,-8%,0%,-3%,u,0%,i,12%
Cc1nnn(C23CC4CC(CC(C(=O)NN)(C4)C2)C3)n1,i,1%,7%,1%,x,-28%,-10%,-25%,23%
Cc1ccc(S(=O)(=O)N2CCN(C(=O)C(C)Cn3nc(C)c(C)c3C)CC2)cc1C (configuration not stated),i,2%,13%,-2%,6%,-1%,-15%,-20%,0%
Nc1ccccc1OCCOc1ccccc1N,i,-1%,-4%,-2%,3%,u,u,i,1%
O=C(CSc1ncnc2sccc12)Nc1ccc(S(=O)(=O)N2CCOCC2)cc1,i,2%,22%,-4%,3%,31%[activator],-8%,-13%,20%
CCc1cccc(CC)c1NC(=S)NC(C)c1ccccc1 (configuration not stated),i,-13%,13%,1%,-14%,u,u,i,-1%
C/C(=N\NC(=O)c1cccc(Br)c1)c1ccc(Br)cc1,i,1%,17%,0%,13%,5%,29%,4%[57.5 µM],14%
Cc1c(Cl)cccc1NC(=S)NNc1ncc(C(F)(F)F)cc1Cl,i,-4%,u,-1%,51%,u,u,-51%[inhibitor],u
NS(=O)(=O)c1ccc(N2CCCCCC2)c([N+](=O)[O-])c1,i,-3%,-5%,-1%,10%,6%,11%,0%,-18%
COc1cc(C(=O)Nc2nonc2-c2ccc(Cl)cc2)cc(OC)c1OC,x,x,1%,x,-8%,-30%,-19%,i,-10%
Cc1cc(C)c(C(=O)NC2CCCc3c2cnn3-c2ccc(C)c(C)c2)c(=O)[nH]1 (configuration not stated),i,-3%,-6%,-3%,36%,-12%,11%,-48%[inhibitor],-10%
Cc1ccc(C)c(Nc2cc(C)nc3ncnn23)c1,i,7%,5%,1%,-3%,79%[activator],-9%,-12%,22%

# Later entries.
SMILES,pAkt inh,aSyn rescue,Abeta rescue,Mm-Cpn inhibitor,FUS suppressor,GLP-1R inv ag,HEK293 tox,PTHR1 ag,TDP43 rescue
COc1ccc(OCC(=O)Nc2ccc(N3CCN(C(=O)c4ccccc4C)CC3)cc2)cc1,i,7%,u,1%,32%,u,1%,-80%[inhibitor],-12%
CCOC(=O)CSc1ncnc2c1nnn2-c1ccc(F)cc1,i,1%,16%,0%,-3%,3%,20%,i,19%
CSc1ncccc1C(=O)NCC(c1ccco1)N1CCCCC1 (configuration not stated),i,0%,3%,0%,x,13%,-2%,i,18%
Cc1nc2c(C(=O)N3CCN(c4ccccn4)CC3)cnn2c(C)c1Cc1cccc(Cl)c1,i,3%,-2%,-1%,25%,u,-27%,23%[57.5 µM],-17%
O=S(=O)(Nc1ccccn1)c1cnc(Cl)c(Br)c1,i,0%,2%,2%,-1%,28%,67%[activator],23%,0%
CCOC(=O)c1c(NC(=O)C2CCCO2)sc(C(=O)OC(C)(C)C)c1C (configuration not stated),i,-18%,1%,-1%,12%,-3%,6%,i,-10%
O=C(OC1CCCCC1)c1cc2ccccc2oc1=O,i,-19%,-30%,2%,-21%,4%,3%,-16%,7%
CCN1CCC2(CC1)N=C(c1ccc(F)cc1)C(=S)N2,i,-4%,9%,0%,-26%,2%,-24%,-21%,-1%
COc1ccccc1NC(=O)CCCNC(=O)Cn1cnc2sc(C)c(C)c2c1=O,i,3%,0%,-1%,11%,-5%,2%,i,3%
CC(C)OCCCNC(=O)CN1CCN(Cc2ccc(Cl)cc2)C1=O,i,-3%,-10%,0%,16%,1%,-7%,-17%,-18%
O=C(Cc1cccs1)Nc1cccc(-c2nc3ccccc3o2)c1,i,u,19%,1%,32%,-8%,4%,12%[57.5 µM],-10%
COc1ccc([C@@H]2CC=C(C(=O)O)[C@H](c3ccc(F)cc3)N2S(=O)(=O)c2ccccc2C)cc1,i,-20%,0%,-1%,u,u,-13%,-2%,u
Cc1ccc(-c2cc3c(n2-c2ccc(C(=O)O)cc2)CCCC3=O)cc1,i,14%,4%,1%,x,31%[activator],1%,-13%,-25%
COc1ccc2[nH]c(=O)c(CN(C(C)=O)c3cccc(C)c3)cc2c1,i,-4%,10%,0%,-1%,6%,-1%,-13%[57.5 µM],16%
CC(C)(C)CC(C)(C)NC(=O)Nc1cccc([N+](=O)[O-])c1,i,-45%[inhibitor],2%,-3%,-7%,u,u,-48%[inhibitor],9%
CCOc1ccc2nc(NS(=O)(=O)c3ccc4c(c3)n(C)c(=O)n4C)sc2c1,i,10%,-11%,-4%,u,11%,-6%,i,12%
Cc1noc(C)c1COC(=O)c1cccc(S(=O)(=O)N2c3ccccc3CC2C)c1 (configuration not stated),i,2%,-18%,-2%,19%,14µM*,3%,i,15%
COc1ccc(NC(=O)Cc2c(F)cccc2Cl)cc1,i,-6%,0%,1%,-29%,-23%,-4%,-2%,17%
Cc1nnsc1Sc1ccccn1,i,9%,3%,1%,12%,11%,-9%,i,8%
CC(=O)Nc1ccc(NC(=O)CSc2ncc(C(=O)Nc3ccc(Cl)cc3)c(=O)n2C)cc1,i,1%,8%,-18%,-8%,-11%,11%,-11%,25%
COc1cc2c(cc1OC)/C(=C/C(=O)c1ccccc1F)NCC2,i,9%,12%,-1%,28%,196%[activator],3%,-16%,10%
CCOC(=O)c1ccc(NC(=O)Oc2ccccc2)cc1,i,-5%,13%,0%,16%,-23%,10%,-1%,10%
Cc1nc2cc(NC(=O)NCCC3=CCCCC3)ccc2o1,i,2%,7%,1%,36%,0%,-21%,i,-13%
CCOc1ccc(-c2nnn(CC(=O)NCc3ccc(OC)cc3)n2)cc1OCC,i,5%,5%,1%,1%,0%,8%,-4%[57.5 µM],-18%
Cc1nn(C)c(C)c1CN(C)C(=O)C1c2ccccc2Oc2ccccc21,i,-1%,9%,1%,6%,-17%,-17%,i,3%
Cc1cc(C(=O)OCC(=O)c2ccc3c(c2)NC(=O)CO3)c2ccccc2n1,i,-2%,-9%,-5%,41%,0%,6%,i,-8%
CC1(C)C(=O)Nc2ccccc2N1C(=O)COC(=O)c1ccc(NC(N)=O)cc1,i,1%,-4%,-4%,31%,47%,-4%,i,-24%
NS(=O)(=O)c1ccc(NC(=S)N2CCN(Cc3ccc4c(c3)OCO4)CC2)cc1,i,5%,-20%,4%,8%,-17%,-1%,-37%[inhibitor],-4%
c1ccc(-n2c(SCC3CCCCO3)nnc2-c2cccs2)cc1 (configuration not stated),i,u,-12%,-2%,u,u,37%[activator],i,-11%
Cc1nc(C(=O)N2CCc3c([nH]c4ccccc34)C2c2cc(F)ccc2F)cs1 (configuration not stated),i,0%,11%,2%,13%,11µM*,4%,i,-12%

# Complete entries as entered above.
# Cc1ccc(-c2cc3c(n2-c2ccc(C(=O)O)cc2)CCCC3=O)cc1 across the screens: pAkt inh = i; aSyn rescue = 14%; Abeta rescue = 4%; Mm-Cpn inhibitor = 1%; FUS suppressor = x; GLP-1R inv ag = 31%[activator]; HEK293 tox = 1%; PTHR1 ag = -13%; TDP43 rescue = -25%
# COc1ccc(OCC(=O)Nc2ccc(N3CCN(C(=O)c4ccccc4C)CC3)cc2)cc1 across the screens: pAkt inh = i; aSyn rescue = 7%; Abeta rescue = u; Mm-Cpn inhibitor = 1%; FUS suppressor = 32%; GLP-1R inv ag = u; HEK293 tox = 1%; PTHR1 ag = -80%[inhibitor]; TDP43 rescue = -12%
